# Source: PubChem BioAssay
# MEKK3 PB1 HTS: MEKK3-MEK5 PB1 interaction, increase or decrease; bead-based flow cytometry, Alexa488-MEK5 binding to MEKK3; actives lie on both sides; 0 = blocked by unlabeled MEK5, 100 = vehicle; hit rate 1.4% among 290,000; binding response (% of control), % at 10 µM; AID 1529; Q99759;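 active means binding response more than 3 SD above or below the average of its plate-row segment, actives on both sides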;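 further: Alexa488 bead fluorescence after subtracting the streptavidin-only scavenger bead signal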
# CRFBP-R2 block: CRF-BP/CRF-R2 complex antagonism. inhibition, % at 11.8 µM. hit rate 0.59% among 350,000. HEK293 CRF-R2/CRF-BP, CRF-induced calcium fluorescence. AID 588475;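 active means inhibition of the ligand-induced calcium signal above about 50% at the single tested concentration, limit read from the data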
# SUMO HTRF inh: blocks human SUMOylation mediated by UBC9. P63279. HTRF SUMOylation assay, SAE1/SAE2 + UBC9, in vitro. inhibition, % at 35 µM. hit rate 0.36% among 290,000. AID 2006; in the data active means inhibition above about 50%, passing the limit was not always enough; further: strong numbers were not always called active
# Target sequence (P63279 whole entry, looked up): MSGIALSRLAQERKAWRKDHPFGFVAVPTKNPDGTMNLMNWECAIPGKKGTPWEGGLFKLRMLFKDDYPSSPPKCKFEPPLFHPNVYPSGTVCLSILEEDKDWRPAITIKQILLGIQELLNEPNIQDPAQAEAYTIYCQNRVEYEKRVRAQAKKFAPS
# FID counter: counter-screen for HCV NS3 helicase inhibitors: DNA intercalator displacement; DNA fluorescent intercalator displacement, fluorescence; AID 1845; hit rate 0.17% among 290,000; inhibition, % at 7.9 µM; in the data active means inhibition above about 37%;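 further: 0% = vehicle and 100% = reference compound; higher means more ethidium bromide displaced from hairpin DNA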
# GalR3 antag: human GalR3 antagonism; HEK293 GalR3-CNG cAMP membrane potential fluorescence; galR3 body fused to GalR1 C-terminus; hit rate 0.44% among 360,000; O60755; inhibition, % at 3 µM; AID 651719;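 active means inhibition above the screen-wide average plus 3 SD, cut at about 13% in these data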;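 further: forskolin and galanin both at EC90 stimulate the cells; cAMP rise reported by CNG channel membrane potential dye signal; 0% = forskolin plus galanin with DMSO and 100% = forskolin alone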
# Target sequence (O60755 1-299 limits assumed): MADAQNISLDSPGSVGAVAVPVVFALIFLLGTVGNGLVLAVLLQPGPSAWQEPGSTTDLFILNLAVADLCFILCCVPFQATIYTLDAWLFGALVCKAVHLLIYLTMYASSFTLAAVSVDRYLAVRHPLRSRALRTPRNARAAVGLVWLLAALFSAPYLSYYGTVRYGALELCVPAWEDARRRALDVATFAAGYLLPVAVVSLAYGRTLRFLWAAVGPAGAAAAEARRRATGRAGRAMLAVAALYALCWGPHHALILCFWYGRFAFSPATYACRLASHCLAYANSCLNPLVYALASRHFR
# MEKK2wt PB1 HTS: raises or lowers MEK5 binding to wildtype human MEKK2 PB1 domain. Q9Y2U5. bead flow cytometry, Alexa488-MEK5 binding to MEKK2 WT; actives lie on both sides. binding response (% of control), % at 10 µM. hit rate 1.1% among 290,000. AID 1531; in the data active means binding response below about 67% or above about 130%
# MEKK2 mut-MEK5: signal of MEK5 binding to mutant human MEKK2 PB1 domain. bead flow cytometry, Alexa488-MEK5 binding to MEKK2 mutant. hit rate 0.35% among 290,000. percent response, % at 10 µM; in the data active means percent response above about 24%, passing the limit was not always enough; further: inactives centre near 1; some results filed as inactive read as strong as hits; reference of the scale not given here
# HCV NS3 hel inh: inhibitors of Hepatitis C virus NS3 helicase | NS3 helicase DNA unwinding, Cy5 molecular beacon fluorescence | inhibition, % at 10.9 µM | hit rate 0.56% among 290,000 | AID 1800;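 active means inhibition above the mean of all tested compounds plus 3 SD, set per campaign, cut at about 35% in these data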;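 further: 0% = DMSO wells and 100% = thioflavine S control wells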
#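 Assay system – hepatitis C virus NS3 helicase domain fragment enzyme · Buffer or medium – MOPS pH 6.5, MgCl2, DTT, Tween20, BSA · Reagent – Cy5/quencher beacon DNA duplex and ATP to start · Compound – single 10.9 µM dose · Timing – 1 h at 25 °C · Technique – Cy5 beacon fluorescence read at start and 1 h · Measure – % inhibition of unwinding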
# CRFR2-BP ag: CRF-BP/CRF-R2 complex agonism; activation, % at 13.2 µM; AID 588473; hit rate 0.46% among 350,000; HEK293 CRF-R2/CRF-BP, calcium dye fluorescence (FLIPR); percent of saturating CRF peptide response;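 active means activation of at least 50%, plus an integration ratio under a set limit after plate pattern correction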;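 further: plate controls were neutral control wells without compound for no effect and CRF at EC100 for full effect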
# The depositor's hits bear a star; / = no result given; [ ] = remark or other dose.
SMILES,MEKK3 PB1 HTS,CRFBP-R2 block,SUMO HTRF inh,FID counter,GalR3 antag,MEKK2wt PB1 HTS,MEKK2 mut-MEK5,HCV NS3 hel inh,CRFR2-BP ag
CCOC(=O)C1CN(S(=O)(=O)c2ccc(C)cc2)c2cc(S(=O)(=O)CC)ccc2O1 (stereo unspecified),103,-6,10,-4,2,108,4,-4,-1.9
Cc1cc(C(=O)N2CCC(Cc3ccccc3)CC2)c(C)o1,106,22,5,-34,0,109,5,-8,-0.4
COC(=O)c1sccc1NC(=O)c1ccc(C)s1,96,-10,1,-3,5,98,0,-6,0.4
CN(Cc1ccon1)C(=O)CC1C(=O)NCCN1CC1CCCCC1 (stereo unspecified),100,-2,6,-1,-4,98,-1,-2,0.6
CCOc1ccc(S(=O)(=O)NCc2cccnc2)cc1,102,3,-1,-5,-8,103,4,17,3.6
CCOC(=O)c1[nH]c(C)c(CN(C(C)=O)c2ccc(OCC)cc2)c1C,103,4,-10,-30,-4,90,-11,2,2.4
CCC(C)NC(=O)CN1C(=O)C(CC)Sc2ccccc21 (stereo unspecified),93,6,-9,-7,-5,94,-6,-6,-0.9
O=C(NCc1cccs1)c1cc(S(=O)(=O)N2CCCCC2)ccc1Cl,104,16,-21,-22,-5,107,4,11,-2.3
O=C(Cn1cnc([N+](=O)[O-])c1)NCc1ccc(F)cc1,/,-11,16,-4,0,/,/,6,2.0
CCOC(=O)C(Cc1c[nH]c2ccccc12)NC(=O)c1ccccc1Br (stereo unspecified),98,14,-3,-11,8,96,4,1,-0.1
O=S(=O)(c1ccc(Br)s1)N1CCNCC1,83,4,-19,1,-2,79,-24,-9,-4.0
NS(=O)(=O)c1cccc(NC(=O)c2cc3ccccc3o2)c1,94,-4,14,7,8,82,-12,3,-0.3
Cc1ccc(NC(=S)N=Nc2c(O)[nH]c3ccccc23)cc1,103,12,-16,-2,-4,91,0,-9,-2.1
CCOc1ccc(N(C(=O)CNC(=O)c2ccco2)C(C(=O)NC2CCCC2)c2ccncc2)cc1 (stereo unspecified),97,-22,-17,-7,9,98,-3,10,2.7
CCC1(CC)NC(=O)N(CC(=O)OCC(=O)Nc2ccc(F)c(F)c2F)C1=O,101,2,4,-1,2,102,4,-2,-2.8
CC1CC(C)CN(C(=O)CSc2nc3ccsc3c(=O)n2Cc2ccccn2)C1 (stereo unspecified),105,9,14,-26,-4,102,10,0,0.0
N#Cc1nc(-c2ccccc2Cl)oc1N1CCCCC1,106,4,-4,-9,-3,109,8,-8,-1.7
COc1cc2[nH]c(=O)n(CCC(=O)NC3CCN(Cc4ccccc4)CC3)c(=O)c2cc1OC,100,14,-2,-1,-1,105,3,2,3.0
COc1cc2c(cc1OC)CN(C(=O)/C=C/c1cccc([N+](=O)[O-])c1)CC2,102,10,13,-22,-10,101,-2,-13,-0.1
CCn1c(C)cc(=O)cc1-c1ccc(Cl)cc1,97,13,26,-9,-12,97,3,-17,-2.0
O=C1OCC(c2ccccc2)=C1c1ccccc1,95,-2,19,-9,-2,94,-2,-1,0.9
CCOc1ccc(-c2nc3scc(-c4cccs4)c3c(=O)[nH]2)cc1,101,4,28,-1,-1,99,-3,-2,0.8
COC(=O)CSc1ccc2nnc(CCNS(=O)(=O)c3ccc(C)cc3)n2n1,78,2,19,-11,-2,75,-18,-10,0.2
CC(=O)OC1CCC2(C)C(CCC3C2CC(OC(C)=O)C2(C)C3C[C@@H]3O[C@]4(CC[C@@H](C)CO4)[C@@H](C)C32)C1 (stereo partly specified),106,-17,/,/,/,104,3,/,1.4
COCCn1c(=S)[nH]c2cc(C(=O)N3CCN(c4cccc(Cl)c4)CC3)ccc2c1=O,100,-15,-11,-61,1,95,-5,-5,-1.1

# Next part (2 carried over from the part before).
SMILES,MEKK3 PB1 HTS,CRFBP-R2 block,SUMO HTRF inh,FID counter,GalR3 antag,MEKK2wt PB1 HTS,MEKK2 mut-MEK5,HCV NS3 hel inh,CRFR2-BP ag
CC(=O)OC1CCC2(C)C(CCC3C2CC(OC(C)=O)C2(C)C3C[C@@H]3O[C@]4(CC[C@@H](C)CO4)[C@@H](C)C32)C1 (stereo partly specified),106,-17,/,/,/,104,3,/,1.4
COCCn1c(=S)[nH]c2cc(C(=O)N3CCN(c4cccc(Cl)c4)CC3)ccc2c1=O,100,-15,-11,-61,1,95,-5,-5,-1.1
CCCn1c(O)c(/C=C2\C=NN=C2c2ccccc2)sc1=S,99,18,-40,3,-4,88,-2,26,1.0
O=C(NCC1CCCO1)c1cccc(NC(=O)c2cccs2)c1 (stereo unspecified),102,-14,8,-7,-1,100,-4,9,1.1
Clc1ccc(-c2nc3ncccn3c2Nc2ccc3c(c2)OCCO3)cc1,102,-9,-2,4,-3,102,2,-3,1.3
NNc1nc(Nc2ccccc2)nc(Nc2ccccc2)n1,97,-61,1,-8,-1,107,-1,-77,-4.6
O=C(CSc1ccc2nnc(CCNC(=O)c3ccccc3)n2n1)Nc1ccccc1F,103,1,2,-7,-6,106,3,-3,-1.2
Cc1cc(C(F)(F)F)nn1CC(=O)NNC(=S)NCC(C)C,99,-4,-2,-3,0,95,3,-2,0.3
CCOC(=O)c1c(NC(=O)C(C)Sc2nnc(C)c(=O)[nH]2)sc2c1CCCC2 (stereo unspecified),100,-1,22,-37,-4,98,5,-26,-0.6
CC1CN/C(=C\C(=O)c2ccccc2)C(=O)N1 (stereo unspecified),104,-1,-9,4,0,104,6,6,-1.1
COc1ccc(S(=O)(=O)N2CCCC2C(=O)Nc2nnc(-c3cccnc3)s2)cc1 (stereo unspecified),/,0,-5,-14,-7,/,/,3,-0.2
CCOc1ccc(/C=C/c2c([N+](=O)[O-])c(=O)n(C)c(=O)n2C)cc1,86,-5,7,6,1,92,-8,-1,0.3
O=C(C1CCCCC1)N1CCC(O)(c2ccc(Cl)cc2)CC1,106,-14,2,-32,/,108,4,-5,-0.4
O=C(Nc1ccccc1N1CCOCC1)C1CCCCN1S(=O)(=O)c1ccccc1 (stereo unspecified),105,-3,9,-25,-5,102,-2,-9,0.9
O=S(=O)(Nc1ccc2c(c1)OCCO2)c1cccs1,102,12,7,0,-9,104,0,8,1.1
Cc1ccc(C(=O)NCCNC(=O)CN2CCOCC2)cc1,/,4,-31,2,-1,/,/,-2,-0.8
Cn1cc(CCC(=O)NC2CC(C)(C)Cc3c2cnn3-c2ccc(F)cc2)cn1 (stereo unspecified),101,-10,10,-23,2,101,3,3,-1.8
Cc1cc(C)cc(NC(=O)/C=C/c2ccc([N+](=O)[O-])s2)c1,101,-10,22,-3,3,109,10,16,-0.4
C/C(=N\NC(=O)c1c(Cl)cnn1C)c1cccc(NC(=O)COc2ccccc2)c1,102,-8,3,-13,-6,101,4,1,1.0
Cn1c(-c2ccccc2)cnc1SCC(=O)N1CCCCC1,95,-2,10,-9,2,100,0,-5,0.5
COc1ccc(NC(=O)NCCCN2CCCCC2C)cc1 (stereo unspecified),/,-15,-13,4,0,/,/,-4,-0.4
COc1cc(NS(=O)(=O)c2ccc(NC(=O)CCC(=O)O)cc2)nc(OC)n1,101,-14,21,-3,-6,102,1,11,1.7
O=C(c1ccc(Cn2cc(Br)cn2)o1)N1N=C(C(F)F)CC1(O)C(F)F (stereo unspecified),97,0,0,-12,/,96,-9,-5,0.6
CCSc1nnc2ccc(-c3ccc(OC)c(OC)c3)nn12,101,-2,16,-20,1,106,8,7,0.2
COc1cc(OC)cc(C(=O)Nc2ccc3c(c2)OCCO3)c1,102,6,-5,-9,-10,104,0,0,-0.9
O=C1CC(C(=O)O)c2ccccc2N1 (stereo unspecified),102,-5,1,-4,-2,98,-1,15,0.0
CCN(CC)CCOc1ccc2c(c1)C(=NO)c1cc(OCCN(CC)CC)ccc1-2,100,-5,19,90*,-5,117,3,28,-0.2
# Next section
SMILES,MEKK3 PB1 HTS,CRFBP-R2 block,SUMO HTRF inh,FID counter,GalR3 antag,MEKK2wt PB1 HTS,MEKK2 mut-MEK5,HCV NS3 hel inh,CRFR2-BP ag
C=CCc1ccccc1Oc1cc(F)nc(N)n1,99,4,-5,-3,-6,106,9,-2,-1.9
O=C(O)CC1(Cc2nc(-c3cccs3)no2)CCCC1,103,26,-16,-3,5,107,6,-4,1.7
Cc1cccc(C(=O)OC(C)CN2CCCC2)c1 (stereo unspecified),103,1,1,0,-10,105,4,-2,4.2
Cc1ccc(CN2CCN(c3cccc4[nH]ccc34)CC2)cc1,111,0,3,-1,-10,116,12,-13,-1.1
COCC(C)Nc1nc(C)c(C(C)=O)s1 (stereo unspecified),97,14,-2,1,-1,103,-2,-6,-0.8
CCC(=O)N1CCN(c2ccc(NC(=O)c3ccc(C#N)cc3F)cc2Cl)CC1,99,0,-2,-6,-3,97,-2,6,-0.4
O=C(O)C1CC=CCC1C(=O)N1CCN(c2nc(-c3ccccc3)c3ccccc3n2)CC1 (stereo unspecified),/,-42,18,7,-9,/,/,-15,-0.7
O=C(NCC(=O)N(Cc1ccco1)C(C(=O)NC1CCCCC1)c1cccnc1)c1ccco1 (stereo unspecified),105,22,10,-25,1,103,6,-3,-3.1
CCCOc1ccc(C(=O)NCc2cccnc2)cc1,96,5,8,4,-4,98,1,2,2.5
CC1Cc2ccccc2N1C1=CC(=O)CCC1 (stereo unspecified),0.0*[inhibitor],2,-11,-11,3,0.0*[inhibitor],-47,0,-0.8

# Molecules shown so far that contain a thiophene ring, fused or not (ten):
SMILES,MEKK3 PB1 HTS,CRFBP-R2 block,SUMO HTRF inh,FID counter,GalR3 antag,MEKK2wt PB1 HTS,MEKK2 mut-MEK5,HCV NS3 hel inh,CRFR2-BP ag
COC(=O)c1sccc1NC(=O)c1ccc(C)s1,96,-10,1,-3,5,98,0,-6,0.4
O=C(NCc1cccs1)c1cc(S(=O)(=O)N2CCCCC2)ccc1Cl,104,16,-21,-22,-5,107,4,11,-2.3
O=S(=O)(c1ccc(Br)s1)N1CCNCC1,83,4,-19,1,-2,79,-24,-9,-4.0
CC1CC(C)CN(C(=O)CSc2nc3ccsc3c(=O)n2Cc2ccccn2)C1 (stereo unspecified),105,9,14,-26,-4,102,10,0,0.0
CCOc1ccc(-c2nc3scc(-c4cccs4)c3c(=O)[nH]2)cc1,101,4,28,-1,-1,99,-3,-2,0.8
O=C(NCC1CCCO1)c1cccc(NC(=O)c2cccs2)c1 (stereo unspecified),102,-14,8,-7,-1,100,-4,9,1.1
CCOC(=O)c1c(NC(=O)C(C)Sc2nnc(C)c(=O)[nH]2)sc2c1CCCC2 (stereo unspecified),100,-1,22,-37,-4,98,5,-26,-0.6
O=S(=O)(Nc1ccc2c(c1)OCCO2)c1cccs1,102,12,7,0,-9,104,0,8,1.1
Cc1cc(C)cc(NC(=O)/C=C/c2ccc([N+](=O)[O-])s2)c1,101,-10,22,-3,3,109,10,16,-0.4
O=C(O)CC1(Cc2nc(-c3cccs3)no2)CCCC1,103,26,-16,-3,5,107,6,-4,1.7

# An excerpt. The share of hits here may be higher or lower than overall.
